# PGC1a acetyl inh – lowers PGC1a acetylation signal in U2OS cells; inhibition, % at 15.6 µM; AID 651687; 350,000 tested, 0.17% active; AlphaScreen anti-acetyl-lysine; with virally co-expressed GCN5 acetyltransferase;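 active means every replicate shows inhibition of at least 40%; inconclusive means mean inhibition at least 40% but some replicate below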;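 further: 0% = neutral control wells and 100% = positive control wells; some results beyond the cut were filed as inactive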
# Xi reactivation – reactivates the inactive X chromosome in mouse fibroblasts; XiGFP mouse fibroblasts, % GFP-positive cells imaging, 3 d; cells co-treated with 5-aza-dC sensitizer; scaled so ellipticine positive control = 100%; activation, % at 7.58 µM; 360,000 tested, 0.055% active; AID 743238;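 active means mean normalized replicate activation at least 10% and every replicate at or above 10%; inconclusive means only one of the two criteria met; inactive means mean below 10% and not all replicates reach 10%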;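 further: 0% = median of on-plate neutral control wells and 100% = ellipticine 6 µM median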
#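 Assay system – SV40-immortalized XiGFP fibroblast cells, line 68-5-11 · Buffer or medium – DMEM supplemented with 5-aza-dC as sensitizing agent · Dosing – one concentration, pinned · Benchmarks – positive control ellipticine, 6 µM final · Times – 3 days compound exposure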
# SIRT5 inh – blocks human SIRT5 desuccinylation of peptide; Q9NXA8; 330,000 tested, 1.1% active; inhibition, % at 15 µM; Purified SirT5, succinyl-peptide AMC, trypsin-coupled fluorescence; AID 652115; in the data active means inhibition above about 15%; inconclusive means no clear call, values can overlap the other calls
# C2C12 statin – suppression of simvastatin myotoxicity; C2C12 myotubes + simvastatin, ATP luminescence, 48 h; scaled: DMSO 0, geranylgeraniol control 100; 330,000 tested, 0.78% active; AID 602340; rescue of ATP level, % at 7.49 µM;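 active means mean ATP rescue above about 67%, or every replicate alone reaching that limit, limit read from the data, passing the limit was not always enough; inconclusive means no clear call, values can overlap the other calls; inactive means mean under the limit and some replicate under it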;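 further: myotubes were challenged with 10 µM simvastatin during compound exposure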
# S100A4 MyoIIA – S100A4-myosin IIA interaction inhibition. 360,000 tested, 0.14% active. inhibition, % at 10.7 µM. P26447. AID 652163. S100A4/TAMRA-MyoIIA peptide fluorescence polarization;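 active means mean inhibition of at least 70% across replicates, with every replicate also reaching that level; inconclusive means mean inhibition reaches 70% but some replicates fall short; inactive means mean inhibition below 70%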
# Target sequence (P26447 whole entry, looked up): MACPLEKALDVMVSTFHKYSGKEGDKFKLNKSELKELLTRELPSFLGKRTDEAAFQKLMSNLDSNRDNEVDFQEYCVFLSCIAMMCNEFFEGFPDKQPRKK
#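 assay system = human S100A4 monomer with TAMRA-labelled myosin IIA peptide | also added = labelled myosin peptide probe, 5 nM | incubation = 5 min between mix addition and reading | control set = DMSO and TFP controls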
# LGR2 antag – inhibitors of bursicon-induced Drosophila LGR2 receptor cAMP signaling. inhibition, % at 9.99 µM. 380,000 tested, 0.35% active. HEK293 LGR2, CRE-luciferase, bursicon-stimulated, 4 h;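 active means drop in luminescence signal, shown as inhibition above about 50% in the replicate tests, limit read from the data, passing the limit was not always enough; inconclusive means probably only some replicates passing the limit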;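 further: agonist challenge used bursicon conditioned medium at about half maximal strength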
# Cneo AK release – Cryptococcus neoformans lysis via adenylate kinase release | C. neoformans lysis, adenylate kinase release luminescence, 4 h; normalised: neutral wells 0, clomiphene wells 100 | lysis activity, % at 15 µM | 360,000 tested, 0.2% active;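 active means mean lysis activity across replicates of at least 80%, whatever share of replicates individually reach that level; inactive means mean lysis activity below 80%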
#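 read-out = cell lysis signal | test system = log-phase Cryptococcus neoformans yeast cells | input = cells at 5 × 10^6 per mL | medium = fresh YPD growth medium | signal = luminescent adenylate kinase detection reagent | timing = 4 h at 37 °C static, read 1 h later | dosing = single dose | controls = Clomiphene as positive lysis control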
# ERAP1 inh – ERAP1 (human) enzyme inhibition; Q9NZ08; recombinant ERAP1, Leu-AMC fluorescence, 60 min; inhibition, % at 10.7 µM; 340,000 tested, 0.15% active; AID 652197;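 active means mean replicate inhibition of at least 30%, or all replicates individually reaching that 30% level; inactive means mean below 30% and not every replicate reaching it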;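 further: 0% = neutral control wells and 100% = L-leucinethiol positive control wells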
# Target sequence (Q9NZ08 whole entry, looked up): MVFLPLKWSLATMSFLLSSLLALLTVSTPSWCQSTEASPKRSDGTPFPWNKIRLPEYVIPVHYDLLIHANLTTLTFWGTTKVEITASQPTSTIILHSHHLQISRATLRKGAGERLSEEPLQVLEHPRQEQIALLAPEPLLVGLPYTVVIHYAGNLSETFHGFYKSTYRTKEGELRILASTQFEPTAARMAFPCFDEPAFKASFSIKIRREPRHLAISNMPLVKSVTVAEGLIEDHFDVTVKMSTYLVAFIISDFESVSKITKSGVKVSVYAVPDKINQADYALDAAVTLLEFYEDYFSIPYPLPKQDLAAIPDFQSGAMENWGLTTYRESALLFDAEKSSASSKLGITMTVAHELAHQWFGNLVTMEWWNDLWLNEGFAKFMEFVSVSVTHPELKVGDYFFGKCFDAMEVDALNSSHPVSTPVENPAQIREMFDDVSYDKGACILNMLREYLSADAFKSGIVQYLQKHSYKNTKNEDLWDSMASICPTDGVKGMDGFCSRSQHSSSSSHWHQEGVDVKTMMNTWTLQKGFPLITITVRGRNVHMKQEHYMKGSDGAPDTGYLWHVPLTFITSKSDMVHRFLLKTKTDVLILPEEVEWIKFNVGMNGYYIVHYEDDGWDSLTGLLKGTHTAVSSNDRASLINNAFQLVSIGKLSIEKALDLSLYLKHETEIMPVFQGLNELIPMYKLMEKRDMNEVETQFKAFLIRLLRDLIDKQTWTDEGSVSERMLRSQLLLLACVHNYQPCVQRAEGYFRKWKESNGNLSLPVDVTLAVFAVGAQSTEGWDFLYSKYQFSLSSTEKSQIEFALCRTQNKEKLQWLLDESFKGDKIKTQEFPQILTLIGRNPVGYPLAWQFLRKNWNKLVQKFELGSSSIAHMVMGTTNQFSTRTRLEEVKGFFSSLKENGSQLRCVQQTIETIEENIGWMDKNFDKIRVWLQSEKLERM
# Numbers without * were called inactive; ? = inconclusive; · = not tested or not shown. These rows are one share of the data (hit frequency here may not be typical).
SMILES,PGC1a acetyl inh,Xi reactivation,SIRT5 inh,C2C12 statin,S100A4 MyoIIA,LGR2 antag,Cneo AK release,ERAP1 inh
COc1ccc(CNC(=O)C[C@H]2C=C[C@@H](NC(=O)c3ccc4c(c3)OCO4)[C@@H](CO)O2)cc1,-6,0.1,11,·,-2,-3,·,-4
CCCC#Cc1ccc2c(c1)O[C@@H](CN(C)S(=O)(=O)c1cccc(F)c1)[C@H](C)CN([C@H](C)CO)S2(=O)=O,-13,-0.1,1,-71,1,18,-7,-3
O=S(=O)(NC1CCCC1)c1ccc(Br)s1,10,·,0,8,-1,7,3,-4
COc1ccc(N2C(=O)/C(=C/c3ccc([N+](=O)[O-])cc3)N=C2C)c(OC)c1,·,0.2,2,·,1,8,·,4
O=C(COC(=O)c1cnccn1)Nc1ncc(C(F)(F)F)cc1Cl,·,0.1,1,0,-1,9,-1,0
Cc1ccc(Cn2c(C)c(C(=O)NCc3cccs3)sc2=O)cc1,·,0.0,·,31,13,3,1,·
CC(C)NC(=O)c1ccccc1NS(=O)(=O)c1ccc(Br)s1,·,0.0,-2,-69,-3,2,1,-1
N/C(=N\OC(=O)c1ccc(F)cc1)c1ccccc1,-7,·,·,8,·,16,-4,·
O=S(=O)(Cc1ccccc1)N1CCCCN2[C@H](CO)[C@H](c3ccc(C#Cc4ccccc4)cc3)[C@@H]2C1,10,0.1,-1,·,-12,10,41,0
CO[C@@H]1CC[C@@H]2CCOc3c(C#N)cccc3C(=O)N(C)C[C@H](c3ccccc3)CC(=O)N(C)C[C@@H]1O2,8,0.1,5,10,-1,-1,83*,3
CCC(=O)Nc1ccc2c(c1)OC[C@@H](C)N(Cc1cccc(F)c1)C[C@@H](C)[C@H](OC)CN(C)C2=O,-13,0.3,3,29,25,7,1,1
C=CCNC(=S)NNC(=O)C(CCCC)CC(O)COCC(C)C (configuration not stated),-2,0.0,-3,·,7,13,1,6
O=C(Nc1nnc(Cc2ccccc2)s1)C1CCC1,·,0.0,0,25,-3,·,-2,-1
Cc1ccc(N2CC(C(=O)Nc3ccc(S(=O)(=O)N4CCOCC4)cc3)CC2=O)cc1Cl (configuration not stated),·,0.2,-3,6,-2,8,0,-5
COc1ccc(N2CCN(C(=O)CNC(=O)c3cccc(Br)c3)CC2)cc1,·,0.1,-4,-1,2,14,3,-2

# 3 of these compounds in another layout:
# Fields – PGC1a acetyl inh	Xi reactivation	SIRT5 inh	C2C12 statin	S100A4 MyoIIA	LGR2 antag	Cneo AK release	ERAP1 inh
- O=C(Nc1nnc(Cc2ccccc2)s1)C1CCC1
  ·	0.0	0	25	-3	·	-2	-1
- O=C(COC(=O)c1cnccn1)Nc1ncc(C(F)(F)F)cc1Cl
  ·	0.1	1	0	-1	9	-1	0
- COc1ccc(N2CCN(C(=O)CNC(=O)c3cccc(Br)c3)CC2)cc1
  ·	0.1	-4	-1	2	14	3	-2

# New compounds follow:
SMILES,PGC1a acetyl inh,Xi reactivation,SIRT5 inh,C2C12 statin,S100A4 MyoIIA,LGR2 antag,Cneo AK release,ERAP1 inh
CS(=O)(=O)N1CC(=O)N2[C@H](CO)[C@@H](c3ccc(Br)cc3)[C@@H]2C1,3,0.1,0,·,2,15,·,2
COc1ccc(CN2CCN(C(=O)CCC(=O)Nc3nnc(C(C)C)s3)CC2)cc1F,1,0.2,-7,-16,0,26,0,-2
CC(=O)N[C@@H]1CC[C@@H](CC(=O)NCc2ccc(Cl)cc2)O[C@@H]1CO,1,0.4,-1,5,-6,-8,2,-4
C[C@H]1CN([C@@H](C)CO)C(=O)c2cc(C#Cc3ccncc3)cnc2O[C@@H]1CN(C)CC1CCCC1,-26,-0.1,3,?,0,7,-2,0
O=C(Nc1nccs1)c1ccc(-c2ccc(Cl)cc2)o1,-8,-0.2,1,·,-7,-85,-21,-3
CC(=O)Nc1cc(C(=O)N2CCN(C)CC2)ccc1S(=O)(=O)c1ccc(C)cc1,10,·,·,-9,·,30,-1,·
Cc1ccccc1S(=O)(=O)Cc1ccc(C(=O)NCCN(C)Cc2ccccc2)o1,·,0.1,-3,·,-4,2,·,-1
O=C1C=C(c2ccc(Cl)c(C(F)(F)F)c2)C[C@@H](c2ccc3c(c2)OCO3)C1,-31,0.0,·,15,1,6,-1,-4
CC1(C)CC(=O)C(C(=S)Nc2ccc(F)cc2)=C(NCCN2CCOCC2)C1,3,-0.1,·,-2,·,3,0,·
COc1ccc2c3c(n(C)c2c1)[C@H](CO)N(C(C)=O)CC31CCN(C(=O)c2cnccn2)CC1,-3,0.1,-2,·,31,-19,·,-2
O=C(NNc1nc(Nc2ccccc2)nc(N2CCOCC2)n1)Nc1ccc(Cl)cc1,13,0.0,2,·,3,17,·,0
C=CCn1c(=O)c(C(=O)Nc2cc(C)ccn2)c(O)c2ccccc21,7,0.1,-2,4,-3,-10,-1,1
COc1ccc(C(=O)COc2ccc(C(C)=O)cc2OC)cc1OC,-2,0.1,1,-3,-13,-5,1,0
C[C@H](CO)N1C[C@H](C)[C@H](CN(C)S(=O)(=O)c2ccc(Cl)cc2)Oc2ccc(NC(=O)CCCCCC(=O)Nc3ccccc3N)cc2C1=O,-20,-0.6,0,·,-15,4,·,0
O=C1CCC(=O)N1c1ccc(S(=O)(=O)Nc2cccc([N+](=O)[O-])c2)cc1,-4,0.0,-3,-4,0,-8,-1,0
COc1cccc(C(C(=O)NC2CCCC2)N(CC2CCCO2)C(=O)Cc2cccs2)c1 (configuration not stated),3,0.0,-3,·,-2,5,·,-5
CSCCC(NC(=O)c1ccccc1)C(=O)Nc1ccc(NC(C)=O)cc1 (configuration not stated),·,0.1,-3,·,-3,-1,·,3
CC(C)(C)NC(=O)CN(CCc1ccccc1)C(=O)c1csnn1,-2,0.0,-1,-1,4,-8,·,2
NS(=O)(=O)c1ccc(CCNC(=O)C2CCCN2C(=O)c2cccs2)cc1 (configuration not stated),·,0.0,-2,12,-8,3,-1,1
CCC(C)NC(=O)c1cn(CC)c2ccc(S(=O)(=O)N3CCCCCC3)cc2c1=O (configuration not stated),·,0.0,0,11,1,21,-1,-3
O=C(c1ccncc1)N1C[C@@H]2[C@H](c3ccccc31)[C@@H](CO)N2C(=O)Nc1ccccc1Cl,4,0.0,-1,-28,-4,8,-6,2
CCCS(=O)(=O)NC(=O)C1(C)CCN(C(=O)Cc2ccc(OC)cc2)C1 (configuration not stated),7,0.3,-3,-6,15,-7,7,-3
O=C(N/N=C/c1cccnc1)c1cccc(N2CCCC2=O)c1,1,0.0,0,11,-1,-8,20,·
COc1ccccc1N(CC(=O)NC1CCCC1)C(=O)c1oc(C(C)(C)C)cc1C,·,0.0,0,·,-3,4,·,2
CN1C(=O)c2cc(NC(=O)c3ccc(F)c(F)c3)ccc2OC[C@@H]2O[C@@H](CC(=O)N[C@H]3CCN(Cc4ccccc4)C3)CC[C@@H]21,·,0.1,·,2,·,3,20,·
CC1C=CCC2C(=O)N(c3ccccc3OC(=O)c3ccco3)C(=O)C12 (configuration not stated),-9,-0.1,0,-3,1,-7,2,0
Cc1onc(-c2ccccc2Cl)c1C(=O)Nc1ccc(S(=O)(=O)NCC2CCCO2)cc1 (configuration not stated),-8,·,0,-45,1,-2,-3,-6
C/C(=N\NC(=O)c1cccc(N2CCCC2=O)c1)c1ccc(N)cc1,·,0.0,14,·,-6,-10,·,-1
Cc1nnc(SCC(=O)Nc2cccc(S(=O)(=O)N3CCCCC3)c2)s1,-3,0.0,-1,8,1,0,-2,0
COC(=O)c1cc(=O)nc2scc(C)n12,·,0.0,-1,6,-3,-19,6,-2
Cc1nn(-c2ccc(C(=O)OC(C)C)cc2)c(C)c1[N+](=O)[O-],-12,0.0,-1,·,-4,·,·,3
CCOc1ccc2nc(N3CCCCCC3)sc2c1,-6,·,-10,-23,-1,-21,-3,4
O=C(Nc1cc(S(=O)(=O)N2CCOCC2)ccc1N1CCCCC1)c1ccc(Cl)cc1,-1,0.1,-1,-1,-1,15,-3,-1
CN(CC(=O)Nc1ccc(F)c(F)c1F)C(=O)CN1C(=O)NC2(CCCC2)C1=O,·,0.5,1,5,1,2,-1,3
CCCCCn1c(Sc2ccccc2)nc2c1c(=O)[nH]c(=O)n2C,0,0.0,0,23,1,-43,-1,0
COc1ccc(/C=N/NC(=O)CCC(=O)Nc2ccc(F)cc2)c(OC)c1,3,0.0,-2,8,2,5,10,0
CN(Cc1cn(C)nc1-c1ccccc1F)CC1CCN(Cc2ccccc2)CC1,-2,-0.1,-2,3,-11,11,-2,-1
C[C@@H]1CN([C@H](C)CO)S(=O)(=O)c2ccc(-c3ccccc3F)cc2O[C@H]1CN(C)C(=O)C1CC1,-8,-1.1,-4,-49,8,21,0,-4
COc1ccc(C#Cc2cnc3c(c2)C(=O)N([C@H](C)CO)C[C@H](C)[C@H](CN(C)C(=O)Nc2cccc(OC)c2)O3)cc1,9,-0.8,·,10,·,7,·,·
O=C(C[C@@H]1CC[C@@H]2[C@H](COC[C@H](O)CN2C(=O)c2cnccn2)O1)N1CCN(c2ccccc2)CC1,3,-0.1,·,5,·,-15,-1,·
Cc1ccc(C)c(N2CCN(C(=O)CCc3nc4ccccc4[nH]3)CC2)c1,5,-0.3,-3,-1,0,-5,0,-2
CCO/N=C/C(=O)Nc1ccc(F)cc1F,·,0.0,1,1,2,2,-2,10
CCCCNC(=O)c1onc(CSc2cccc(Cl)c2)c1C(=O)O,-1,0.1,-7,0,-2,-8,4,4
COc1ccc(C(CNC(=O)c2cccc(NS(=O)(=O)c3ccc(C)c(F)c3)c2)N(C)C)cc1 (configuration not stated),·,0.0,-6,6,-10,5,-4,1
O=C(CCNc1n[nH]c(=O)[nH]c1=O)N/N=C\c1ccc(Br)cc1,2,-0.1,2,-5,-1,-2,1,-3
O=C(NCCc1ccc(F)cc1)c1cc(=O)c2ccccc2o1,7,0.4,·,·,1,-9,·,-1
COc1cc(NC(=O)c2ccc(C)cc2)ccc1NC(=O)c1cc2ccccc2o1,-6,0.4,-4,1,-4,-3,1,1
Cc1noc(C)c1S(=O)(=O)Nc1ccc2c(c1)CC(=O)N([C@@H](C)CO)C[C@@H](C)[C@@H](CN(C)S(C)(=O)=O)O2,2,0.1,·,11,·,-4,38,·
O=C(NCc1ccc2c(c1)OCO2)c1ccc(CS(=O)(=O)c2ccc(Br)cc2)o1,·,0.3,·,-2,-1,20,0,·
CN(C)CC(=O)N1[C@@H]2c3ccc(-c4ccncc4)c(=O)n3C[C@H]1[C@H](CO)[C@H]2C(=O)NC1CCC1,·,0.2,-45,-2,0,8,55,0
C(=C\c1ccc(C2[C@@H]3CN(Cc4ccccn4)C[C@H]2N3)cc1)/c1ccccc1 (some centres not stated),-4,0.0,-2,·,-9,-14,·,-1
CC(C)(C)C(=O)NNC(=O)c1cc(C(C)(C)C)nn1Cc1ccccc1,-1,0.2,0,5,6,·,·,-2
C[C@H]1CCCCO[C@H](CN(C)C(=O)CCC(F)(F)F)[C@@H](C)CN([C@@H](C)CO)C(=O)c2cc(NS(=O)(=O)c3cccs3)ccc2O1,7,0.1,·,·,·,-32,-2,·
